STEP inh = blocks human striatal-enriched tyrosine phosphatase | inhibition, % at 20 µM | AID 588621 | P54829 | recombinant STEP, OMFP fluorogenic substrate, fluorescence | 360,000 compounds, 0.25% hits;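 active = inhibition at 20 µM, scaled per plate between control wells, above about 37%, limit read from the data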;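 note: 0% = DMSO with enzyme and substrate and 100% = substrate only without enzyme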
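Material: STEP (striatal-enriched tyrosine phosphatase) enzyme, cell-free | Medium: 50 mM Bis-Tris pH 6.0 with 2.5 mM DTT and 0.005% Tween 20 | Read-out: Percent inhibition scaled to no-enzyme and uninhibited-enzyme controls, plate-pattern corrected | Signal: Fluorescence read at 480 nm ex / 540 nm em | Times: 20 min reaction, room temperature, in the dark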
Scp1 inh = Scp-1 (human) phosphatase inhibition; Q9GZU7; Recombinant Scp1, phosphopeptide, malachite green phosphate absorbance; inhibition, % at 20 µM; 340,000 compounds, 0.88% hits; AID 493091;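 active = inhibition above about 50% at 20 µM, limit read from the data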;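 note: plate controls were DMSO wells with enzyme for no effect and wells lacking enzyme for full effect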
Target sequence (Q9GZU7 76-261 limits assumed): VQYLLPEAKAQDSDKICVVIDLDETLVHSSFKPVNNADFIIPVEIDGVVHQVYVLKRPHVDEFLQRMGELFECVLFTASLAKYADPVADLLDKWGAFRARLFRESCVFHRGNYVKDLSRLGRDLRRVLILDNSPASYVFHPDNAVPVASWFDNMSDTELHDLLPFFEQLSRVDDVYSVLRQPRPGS
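Assay system: SCP-1 catalytic fragment, aa 76-261 | Buffer or medium: Tris acetate buffer pH 5.5 with MgCl2 and Tween-20 | Compound: One concentration, 20 µM, with 1.0% DMSO | Also added: Phospho 17-mer peptide substrate | Signal: Absorbance at 630 nm | Incubation: 45 min enzyme reaction at room temperature | Measure: % inhibition of SCP-1 phosphate liberation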
MsrA inhibitor = bovine MsrA inhibition | 360,000 compounds, 0.75% hits | inhibition, % at 15.5 µM | purified bovine MsrA, absorbance read-out; in the data active = inhibition above about 4.5%;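 note: 0% = vehicle wells with enzyme and 100% = reference inhibitor wells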
LMPTP block = blocks human LMPTP phosphatase. 360,000 compounds, 0.22% hits. P24666. AID 651560. recombinant LMPTP-A, OMFP fluorogenic substrate, fluorescence intensity. inhibition, % at 20 µM;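 active = compounds that cut the enzyme signal by at least half of the control window in the single-dose screen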;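 note: plate controls were DMSO wells with enzyme plus substrate for no effect and substrate without enzyme for full effect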
Target sequence (P24666 whole entry, looked up): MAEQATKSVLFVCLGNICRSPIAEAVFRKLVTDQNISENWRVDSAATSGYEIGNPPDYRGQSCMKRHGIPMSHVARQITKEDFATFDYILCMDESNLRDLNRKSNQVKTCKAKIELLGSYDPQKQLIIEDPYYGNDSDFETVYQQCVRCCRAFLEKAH
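Test system – LMPTP-A enzyme · Amount – LMPTP-A at 0.625 nM final in the reaction · Buffer or medium – Bis-Tris pH 6.0, DTT, detergent · Reagent – OMFP 400 µM · Doses – single 20 µM dose · Schedule – reaction 50 min, room temperature, dark · Detection – fluorescence intensity of OMFP turnover product · Evaluation – percent inhibition versus substrate-only and uninhibited controls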
TbMetRS inhib = Trypanosoma brucei MetRS inhibition | 360,000 compounds, 0.4% hits | AID 624268 | inhibition, % at 11.9 µM | purified T. brucei MetRS, ATP depletion, Kinase-Glo luminescence;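 active = inhibition above a per-plate cutoff of the control wells' mean inhibition plus 3 SD, cut at about 5.5% in these data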;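 note: 0% = DMSO wells median and 100% = median of wells with control inhibitor compound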
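Test system – parasite MetRS enzyme · Reagent – substrates ATP, L-methionine and bulk Escherichia coli tRNA · Doses – 11.9 µM compound single dose, 0.9% DMSO · Times – 15 min enzyme-compound preincubation, 2 h reaction, 10 min detection, 25 °C · Signal – Kinase-Glo luminescence, ATP depletion format · Controls – DMSO-only wells as low control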
SUMO1 PPI mod = alters human SUMO1 binding to SIM partners; SUMO1 binding to a labelled peptide, TR-FRET, 1 h; 360,000 compounds, 0.33% hits; inhibition, % at 20 µM; in the data active = inhibition above about 37%
Rpn11 inh = blocks the human proteasome subunit Rpn11. calls only at 20 µM. 360,000 compounds, 0.59% hits. human 26S proteasome, Ub4-pepOG fluorescence polarization; 20S core pre-blocked with epoxomicin. O00487;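 active = inhibition at 20 µM, scaled to each plate's controls, above about 33%, limit read from the data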
Target sequence (O00487 whole entry, looked up): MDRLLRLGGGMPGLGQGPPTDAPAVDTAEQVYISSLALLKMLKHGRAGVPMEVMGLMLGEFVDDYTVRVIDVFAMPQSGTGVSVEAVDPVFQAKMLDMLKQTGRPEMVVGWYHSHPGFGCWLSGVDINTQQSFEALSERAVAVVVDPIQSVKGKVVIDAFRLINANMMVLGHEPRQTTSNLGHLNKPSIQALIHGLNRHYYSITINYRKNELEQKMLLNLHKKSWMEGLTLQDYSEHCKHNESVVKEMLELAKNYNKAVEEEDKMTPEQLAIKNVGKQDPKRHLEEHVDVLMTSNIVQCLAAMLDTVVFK
CSN inh = blocks human CSN-mediated cullin deneddylation | Q92905 | Purified CSN, SCF-Nedd8-OG deneddylation, fluorescence polarization | inhibition, % at 12.5 µM | 360,000 compounds, 0.38% hits | AID 651999;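 active = pattern-corrected inhibition above about 35%, with an unprinted fluorescence ratio check between 0.5 and 1.5, limit read from the data, passing the limit was not always enough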;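 note: 0% = enzyme with substrate and 100% = substrate without enzyme; some results filed as inactive read as strong as hits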
Target sequence (Q92905 whole entry, looked up, one chain of several): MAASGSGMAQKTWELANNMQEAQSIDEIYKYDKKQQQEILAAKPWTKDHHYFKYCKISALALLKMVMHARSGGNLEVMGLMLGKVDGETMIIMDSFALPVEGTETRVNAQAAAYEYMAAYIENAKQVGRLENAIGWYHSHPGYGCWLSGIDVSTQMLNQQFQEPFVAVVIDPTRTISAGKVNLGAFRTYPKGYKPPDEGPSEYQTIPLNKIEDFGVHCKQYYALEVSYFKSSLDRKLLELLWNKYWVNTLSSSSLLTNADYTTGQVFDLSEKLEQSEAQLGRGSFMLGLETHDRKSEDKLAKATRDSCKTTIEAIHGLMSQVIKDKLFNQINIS
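Material: human Csn5 produced in HEK293T cells; Input: enzyme 0.24 nM; Reagent: SCFSkp2-Nedd8OG substrate at 10 nM final; Dosing: 12.5 µM compound; Incubation: 90 min reaction at room temperature; Detection: fluorescence polarization of the substrate; Evaluation: % inhibition of substrate cleavage by Csn5; Control set: substrate-only high control, full reaction low control.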
DNMT1 block = DNMT1 (human) enzyme inhibition. 360,000 compounds, 0.83% hits. inhibition (reported as % activation of signal), % at 10 µM. AID 588458. DNMT1 molecular beacon, Hinp1I cleavage, fluorescence; in the data active = inhibition above about 50%
NadD inh = inhibitors of Staphylococcus aureus NadD; purified NadD enzyme, colorimetric absorbance read-out; inhibition, % at 20 µM; 360,000 compounds, 0.78% hits; AID 602399; in the data active = inhibition above about 26%; note: some compounds past the cut are filed as inactive
Active calls of the source: *; i = inactive; nt = no result given; + = active, no number.

SMILES	STEP inh	Scp1 inh	MsrA inhibitor	LMPTP block	TbMetRS inhib	SUMO1 PPI mod	Rpn11 inh	CSN inh	DNMT1 block	NadD inh
COc1ccc(CNC(=O)C2CCCN(S(=O)(=O)c3ccc(F)cc3)C2)cc1 (configuration not stated)	0	-10	-0.4	-0.5	-0.5	5	i	-2	1	-1
O=[n+]1c2c(n([O-])c3cc(Cl)ccc31)CCCC2	5	-2	0.6	-1.7	-0.3	-10	i	-4	-10	3
CCOc1ccc(NC(=O)CC2C(=O)N(c3ccc(OC)c(Cl)c3)C(=S)N2C2CC2)cc1 (configuration not stated)	0	-13	0.8	2.5	1.0	2	i	0	0	-1
CN(C)Cc1c(O)c(Cl)cc2c3c(c(=O)oc12)CCCC3	-3	-3	2.6	-1.1	-0.2	12	i	0	-2	-2
CC(C)N(Cc1nc(-c2ccccc2)no1)C(=O)COc1ccccc1	1	-8	0.5	0.6	-0.5	6	i	-8	1	-5
CN(C)S(=O)(=O)c1ccc(N2CCCC2)c(C(=O)NNC(=O)c2ccc(F)cc2)c1	-2	6	0.2	1.4	-0.5	2	i	-2	3	-5
O=C(CCSCc1ccccc1F)NCc1ccc(F)cc1	-1	-16	-0.2	-1.3	0.5	-1	i	2	2	-8
Cn1c(=NC(=O)c2cccc([N+](=O)[O-])c2)sc2ccccc21	-4	-5	0.5	0.3	-0.9	-2	i	1	36	-1
CCCN1C(=O)/C(=C/c2ccc(C)s2)NC1=S	0	-10	1.7	-1.3	-1.3	-19	i	2	-1	-10
Cc1cccc(NC(=O)CN2NS(=O)(=O)c3ccccc3C2=O)c1	-2	-10	0.4	-0.2	0.2	2	i	-4	-2	-3
CC(C)c1ccc(-c2nc(N3CCOCC3)[nH]c(=O)c2C#N)cc1	-2	-5	0.1	-1.5	0.1	1	i	-2	4	-7
Cc1ccc(-n2nnnc2SCC(=O)NNC(=O)c2ccc([N+](=O)[O-])cc2)cc1	16	50*	2.6	31	0.0	-16	i	1	1	7
COc1ccc(N(CC(=O)N2CCCCC2)S(=O)(=O)c2ccccc2)c(OC)c1	1	-4	0.2	0.2	0.0	3	i	-1	-2	5
O=C(NC(Cc1ccccc1)C(=O)NC1CC1)OCc1ccccc1 (configuration not stated)	-4	-9	-0.2	-0.5	0.8	-3	i	-1	5	-1
COCCNc1oc(-c2ccco2)nc1S(=O)(=O)c1ccccc1	-4	-5	nt	-0.6	-0.1	-2	i	-1	0	-6
O=S(=O)(c1ccc(Cl)cc1)N1CCC2(CC1)OCCO2	-4	-7	0.6	-1.3	-0.1	6	i	-1	3	1
Clc1ccc(OCCN2CCCCC2)c(Cl)c1	2	-3	-0.1	-1.4	4.0	-1	i	2	1	-2
CN(Cc1ccc(OCC(O)CN2CCCCC2)cc1)Cc1ccnc2ccccc12 (configuration not stated)	0	-4	0.0	9.5	-0.1	-3	i	12	-3	1
Cc1ccc(C(=O)OCC(=O)NCC2COc3ccccc3O2)cc1 (configuration not stated)	0	-8	-0.1	0.1	-0.4	1	i	-9	1	-3
COc1ccc(N(C(=O)Cn2nnc(-c3ccc(C)o3)n2)C(C(=O)NC2CCCC2)c2ccncc2)cc1 (configuration not stated)	0	10	0.2	-0.1	-0.3	8	i	5	9	-7
O=C(CN(CC1CCCO1)C(=O)CNS(=O)(=O)c1ccc(Cl)cc1)NCc1ccccc1 (configuration not stated)	-3	-10	-0.2	0.1	0.3	3	i	3	4	-13
Cc1ccc(NC(=O)COC(=O)c2ccccc2Nc2ccccc2)cc1	-1	-7	0.5	0.9	0.1	-2	i	-3	1	-9
Cc1ccc(S(=O)(=O)Nc2cccc(Cl)c2)cc1NC(=O)C1CC1	0	-4	-1.1	0.7	0.8	-3	i	-5	-4	-9
Cn1cccc1Cc1nnc(SCC(=O)Nc2ccc3c(c2)OCO3)n1-c1ccc(F)cc1	-1	22	2.4	0.5	-1.1	17	i	-2	-3	3
O=C(NC1CCCCC1)C(c1ccco1)N(C(=O)c1csnn1)c1cccc(F)c1 (configuration not stated)	0	6	0.1	0.6	-0.6	0	i	0	2	-3

An excerpt from above in order of molecular weight, ascending.
SMILES	STEP inh	Scp1 inh	MsrA inhibitor	LMPTP block	TbMetRS inhib	SUMO1 PPI mod	Rpn11 inh	CSN inh	DNMT1 block	NadD inh
CCCN1C(=O)/C(=C/c2ccc(C)s2)NC1=S	0	-10	1.7	-1.3	-1.3	-19	i	2	-1	-10
Clc1ccc(OCCN2CCCCC2)c(Cl)c1	2	-3	-0.1	-1.4	4.0	-1	i	2	1	-2
CN(C)Cc1c(O)c(Cl)cc2c3c(c(=O)oc12)CCCC3	-3	-3	2.6	-1.1	-0.2	12	i	0	-2	-2
CC(C)N(Cc1nc(-c2ccccc2)no1)C(=O)COc1ccccc1	1	-8	0.5	0.6	-0.5	6	i	-8	1	-5
CN(Cc1ccc(OCC(O)CN2CCCCC2)cc1)Cc1ccnc2ccccc12 (configuration not stated)	0	-4	0.0	9.5	-0.1	-3	i	12	-3	1
O=C(NC1CCCCC1)C(c1ccco1)N(C(=O)c1csnn1)c1cccc(F)c1 (configuration not stated)	0	6	0.1	0.6	-0.6	0	i	0	2	-3
CCOc1ccc(NC(=O)CC2C(=O)N(c3ccc(OC)c(Cl)c3)C(=S)N2C2CC2)cc1 (configuration not stated)	0	-13	0.8	2.5	1.0	2	i	0	0	-1
COc1ccc(N(C(=O)Cn2nnc(-c3ccc(C)o3)n2)C(C(=O)NC2CCCC2)c2ccncc2)cc1 (configuration not stated)	0	10	0.2	-0.1	-0.3	8	i	5	9	-7

Next part
SMILES	STEP inh	Scp1 inh	MsrA inhibitor	LMPTP block	TbMetRS inhib	SUMO1 PPI mod	Rpn11 inh	CSN inh	DNMT1 block	NadD inh
C[C@H](NC(=O)c1cccc([N+](=O)[O-])c1)C(=O)OCC(=O)c1ccccc1Br	-1	1	0.0	0.8	-0.4	-29	i	-6	1	-8
COC(=O)C1=C(C)N(C)C(=O)NC1c1cc(Cl)cc(Cl)c1OC (configuration not stated)	-1	-4	-0.2	-0.8	-1.4	-3	i	-1	-1	-8
CC(C)(C)C1=CC(O)(c2ccccc2)C=C(C(C)(C)C)C1=O	-1	-25	1.8	5.4	-0.7	0	i	4	7	-6
Cc1cccc(OCC(=O)NCCNC(=O)c2ccncc2)c1	-3	-1	-0.4	0.9	0.8	6	i	-1	0	-4
CC1CCC2(CC1)NC(=O)N(NC(=O)c1ccc(OC(C)C)cc1)C2=O (configuration not stated)	2	-4	-0.3	-0.5	-0.5	4	i	-1	0	-5
CC(NC(=O)c1cccs1)C(c1cccs1)N1CCN(Cc2ccccc2)CC1 (configuration not stated)	-1	2	0.6	-0.5	-0.7	-5	i	-6	-3	-9
CC1(c2nnnn2-c2ccc3c(c2)OCCO3)CCC(=O)N1Cc1ccc(F)cc1 (configuration not stated)	nt	nt	0.0	0.8	-0.3	3	nt	2	nt	-3
c1coc(-c2cc(C3CCNCC3)[nH]n2)c1	4	-2	1.1	2.7	0.4	-3	i	8	-1	-10
COc1cc(CNCCCCO)ccc1OCc1ccccc1F	-4	-3	1.5	0.2	-0.4	-3	i	4	0	-9
COC(=O)C1=C(CN2CCc3ccccc32)NC(=O)NC1c1cc(C)ccc1C (configuration not stated)	2	-5	-0.9	2.3	0.0	-2	i	-2	-11	30
Cc1ccc(NC(=O)CCSc2nnc3ccccn23)cc1	8	-3	1.5	0.7	-1.4	-11	i	3	3	-3
CC(=O)Nc1nc2ccccc2[nH]1	0	-1	-0.7	0.7	0.3	-2	i	-3	0	-1
COc1ccc(-c2oc3ccc(N4CCOCC4)cc3c2C#CC2(O)CCCCC2)cc1	1	-2	1.8	5.9	-0.3	-2	i	-1	-32	-9
COC(=O)c1ccc2nc(-c3cccc(Cl)c3)c(Cc3ccsc3)n2c1	-2	nt	0.1	2.2	-0.3	6	i	7	3	3
N#CCC(=O)N/N=C/c1ccccc1Cl	-10	-2	-0.3	-0.5	-0.1	1	+	-7	-1	4
CC(C)c1nnc(SCC(=O)N2CCc3ccccc32)n1N	3	4	0.8	-2.2	-0.4	0	i	3	4	-2
COc1ccc(N2CCN(C(=O)CCc3ccc(S(=O)(=O)NCC(C)C)cc3)CC2)cc1	-4	-2	0.5	-1.0	-0.2	-5	i	-3	-9	4
O=C(N/C(=C/c1cccc([N+](=O)[O-])c1)C(=O)N1CCCCCC1)c1cccs1	0	-1	1.4	-1.3	0.5	-4	i	1	-1	0
CCCCOc1ccc(C(=O)Oc2cc(C)[nH]c(=O)c2[N+](=O)[O-])cc1	-1	-11	0.5	-1.2	-0.3	4	i	4	2	-6
Cc1cccc(/N=C/c2ccccn2)n1	0	-2	-0.3	-0.1	-0.1	2	i	1	2	-12
COc1ccccc1Nc1ncnc2c1cnn2-c1cccc(C)c1	0	0	-1.0	1.3	0.1	3	i	-3	-4	-4
CC(C)OCCCNC(=O)Nc1cccc2ccccc12	1	-8	0.3	-0.8	0.4	-8	i	-8	0	-6
Cc1cc(C(=O)NP(=O)(N2CCOCC2)N2CCOCC2)c(C)n1-c1ccc(Br)cc1	1	-10	-0.6	-0.2	-0.8	-1	i	-3	3	1

Screens as filed in PubChem BioAssay.
